D2 antag = D2 dopamine receptor (human) antagonism | HEK293 TREx D2 cells, calcium flux, dopamine EC80 | P14416 | inhibition, % at 10 µM | 340,000 compounds, 2% hits; in the data active means inhibition above about 30%; further: 0% is about no effect
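Tetracycline-induced HEK293 T-REx cells expressing D2 force-coupled to calcium signalling were dye-loaded, exposed to compound for 180 s, then challenged with an EC80 of dopamine; calcium flux was followed kinetically for a further 180 s.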
TRHR PAM = TRH receptor (human) allosteric enhancement. 360,000 compounds, 0.66% hits. P34981. AID 493056. TRHR cells, fluo-8 calcium fluorescence, EC20 TRH enhancement. enhancement, % at 2 µM; in the data active means enhancement above about 30%; further: 0% is about no effect
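Enhancer read-out: after compound pinning and an initial kinetic agonist-mode read, an EC20 of TRH (10 nM final) was injected and fluo-8 calcium signal (Ex 480/Em 530) followed at 1 s/cycle for 100 cycles in TRHR-expressing cells.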
D1 potentiator = enhances dopamine response at the human D1 receptor. P21728. HEK293 TREx D1 cells, calcium flux, dopamine EC20 potentiation. potentiation, % at 10 µM. 360,000 compounds, 0.036% hits; in the data active means potentiation above about 30%; further: 0% is about no effect
D2 ag = activates the human D2 dopamine receptor | HEK293 T-REx D2 cells, calcium flux agonist mode | activation, % at 2 µM | 340,000 compounds, 0.53% hits;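 active means activation over 3 SD above normal in the single-dose calcium agonist read, cut at about 30% in these data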; further: 0% is about no effect
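Agonism is scored from calcium flux in a force-coupled, inducible HEK293 cell line expressing D2, read kinetically for 180 s after compound addition against dopamine controls.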
RXFP1 agonist = RXFP1 (human) receptor agonism. HEK293T-RXFP1 cAMP TR-FRET, 30 min; response scale: percent of porcine relaxin response, buffer zero. Q9HBX9. Potency, µM (titrated, usually from 57.5 µM), without a hit: top-dose activation, usual class: activators. 370,000 compounds, 0.3% hits. AID 2676; active means well fitted activation curve with a large enough effect; inconclusive means small, poorly fitted or top-dose-only effect; further: potency means the concentration at half of the fitted maximal effect; on the % scale 0 is the no-effect control and ±100 the full control effect; nearly all actives have a fitted effect of over 60% in size; many of its hits are not listed in these tables
Target sequence (Q9HBX9 whole entry, looked up): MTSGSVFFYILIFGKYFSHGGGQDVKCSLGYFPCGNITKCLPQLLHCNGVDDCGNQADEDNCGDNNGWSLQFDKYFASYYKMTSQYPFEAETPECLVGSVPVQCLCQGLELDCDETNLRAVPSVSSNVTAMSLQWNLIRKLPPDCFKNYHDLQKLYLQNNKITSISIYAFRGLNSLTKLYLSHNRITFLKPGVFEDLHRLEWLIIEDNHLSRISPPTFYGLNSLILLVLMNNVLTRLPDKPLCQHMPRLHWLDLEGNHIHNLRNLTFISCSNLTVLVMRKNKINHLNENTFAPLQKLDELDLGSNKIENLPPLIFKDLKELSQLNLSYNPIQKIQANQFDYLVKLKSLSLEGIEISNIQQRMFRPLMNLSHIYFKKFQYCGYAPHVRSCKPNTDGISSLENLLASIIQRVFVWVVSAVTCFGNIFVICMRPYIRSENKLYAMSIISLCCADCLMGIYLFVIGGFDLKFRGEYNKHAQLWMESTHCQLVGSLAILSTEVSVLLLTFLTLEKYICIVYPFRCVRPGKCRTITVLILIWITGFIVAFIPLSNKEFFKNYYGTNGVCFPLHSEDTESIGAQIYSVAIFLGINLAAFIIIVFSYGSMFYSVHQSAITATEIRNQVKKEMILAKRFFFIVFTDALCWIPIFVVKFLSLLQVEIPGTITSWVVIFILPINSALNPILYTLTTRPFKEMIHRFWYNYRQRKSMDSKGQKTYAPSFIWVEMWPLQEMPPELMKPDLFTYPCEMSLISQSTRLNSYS
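Agonist response is measured as cAMP accumulation in an RXFP1-transfected HEK293T line under PDE4 inhibition. Values are scaled between buffer-only and 29 nM porcine relaxin, and EC50s come from standard Hill equation fits.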
RXFP1 antagonist = antagonists of human relaxin receptor RXFP1 | Q9HBX9 | HEK293-RXFP1, relaxin-stimulated cAMP HTRF, 30 min; hits give low values | activity change, negative = inhibition, % at 57.5 µM | 350,000 compounds, 0.59% hits;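 active means activity change of -60% or lower, but not beyond a set lower limit; inconclusive means change between -60% and -40%, or beyond the set limit; inactive means change above -40%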; further: on the % scale 0 is the no-effect control and ±100 the full control effect
D1 ag = agonists of human D1 dopamine receptor | AID 504660 | P21728 | HEK293 T-REx D1 cells, calcium flux, agonist mode | activation, % at 2 µM | 360,000 compounds, 1% hits; in the data active means activation above about 30%; further: 0% is about no effect
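Tetracycline-induced HEK293 TREx D1 cells, force-coupled to calcium signalling, were dye-loaded with a no-wash calcium kit. Compound was pin-added after a 10 s baseline. Fluorescence was read kinetically at 1 cycle/s for 180 s, with calcium rises flagged as agonism.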
D1 antagonist = human D1 dopamine receptor antagonism | 360,000 compounds, 3.2% hits | activity change, negative = inhibition, % at 10 µM | HEK293 TREx D1 cells, calcium flux, dopamine EC80; hits give low values | P21728; in the data active means activity change below about -30%; further: on the % scale 0 is the no-effect control and ±100 the full control effect
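Calcium flux readout: force-coupled, inducible Hek293 Trex D1 line, cells induced overnight at 30 C with tetracycline, dye-loaded 30–90 min at RT. Antagonism scored against EC80 dopamine challenge given 180 s after compound.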
D2 PAM = positive allosteric modulators of human D2 dopamine receptor; P14416; HEK293 T-REx D2, calcium flux, EC20 dopamine potentiation; potentiation, % at 10 µM; 340,000 compounds, 0.34% hits; AID 485347;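 active means potentiation over 3 SD above the plate norm, cut at about 30% in these data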; further: 0% is about no effect
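Tetracycline-induced HEK293 T-REx cells force-coupled to calcium signalling expressed D2; compounds were pin-added after a 10 s baseline, read kinetically 180 s, then an EC20 dopamine challenge followed with a further 180 s calcium read.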
The depositor's hits bear a star; ? = inconclusive; / = not tested or not shown.

| no. | molecule | D2 antag | D1 antagonist | D2 PAM | D1 potentiator | D2 ag | D1 ag | RXFP1 antagonist | TRHR PAM | RXFP1 agonist |
| --- | --- | --- | --- | --- | --- | --- | --- | --- | --- | --- |
| 1 | COc1cc(=O)[nH]c(SC(C)C(=O)Nc2cc(C)on2)n1 (stereo not drawn) | -46.3 | -1.9 | -16.5 | 5.7 | -0.4 | 2.2 | -18.7 | 13.5 | 2.0% |
| 2 | CC(=O)OCCn1c(=O)c2cc3c(=O)n(CCOC(C)=O)c(=O)c3cc2c1=O | 4.4 | -4.1 | -3.2 | -2.1 | -0.5 | 2.7 | -8.1 | 2.7 | 2.3% |
| 3 | O=C(/C=C/c1ccc2c(c1)OCO2)c1ccccn1 | -3.9 | 3.5 | 5.6 | -3.1 | -0.3 | 0.4 | -12.4 | -4.6 | 0.0% |
| 4 | CCOc1ccc(NC(=O)CN(c2ccc(CC)cc2)S(=O)(=O)c2c(C)noc2C)cc1 | / | -3.2 | 4.0 | -2.1 | 1.2 | 4.1 | -22.3 | -9.8 | 5.0% |
| 5 | O=C(NCc1ccccc1F)c1cccc(NC(=O)N2CCSc3ncccc32)c1 | / | -12.2 | -4.8 | -2.9 | -0.1 | -0.8 | ? | 2.0 | 0.7% |
| 6 | COc1ccccc1/C=C/C(=O)OCC(=O)Nc1ccc(Cl)cn1 | 19.1 | 10.6 | -7.5 | -1.4 | 0.2 | 5.7 | 12.9 | -4.9 | 0.4% |
| 7 | CCOc1cc(C2C3=C(CCCC3=O)Nc3nc(C(=O)OC)nn32)ccc1OC (stereo not drawn) | 4.8 | 10.1 | 3.2 | -0.1 | 0.0 | 1.5 | 6.8 | -3.4 | -0.6% |
| 8 | CCc1nnc(NC(=O)C2CCCCC2)s1 | 10.5 | -11.5 | -4.7 | -1.1 | 0.0 | 0.2 | 12.2 | -4.1 | 0.4% |
| 9 | N#CCC(=O)Nc1cc(C(F)(F)F)ccc1N1CCOCC1 | -13.3 | 4.5 | -2.4 | 9.5 | 0.2 | 0.2 | -9.0 | 3.7 | 2.3% |
| 10 | O=S(=O)(NC1CCCC1)c1cc(F)ccc1F | 8.1 | -24.6 | -0.2 | -9.1 | -1.5 | 2.7 | -2.5 | 1.0 | 0.3% |
| 11 | COc1ccc(S(=O)(=O)N2c3cc(Cl)ccc3Oc3nc4ccccc4nc32)cc1 | -6.7 | -10.1 | -7.3 | 2.6 | -0.6 | 0.4 | 0.2 | -4.5 | 3.8% |
| 12 | Cc1ccc(OCC(=O)N2CCc3ccccc3C2)c([N+](=O)[O-])n1 | -3.2 | 3.3 | 1.9 | -0.8 | -1.7 | 1.4 | 1.5 | 1.3 | 3.4% |
| 13 | CC12CN3CC(C)(CN(C1)C3c1ccc(Br)cc1)C2=O (stereo not drawn) | 14.8 | 6.9 | 7.0 | 1.4 | 0.8 | -0.1 | -0.2 | -1.8 | 0.2% |
| 14 | CC(C)CNc1oc(-c2ccco2)nc1C#N | 6.4 | 2.9 | 35.8* | -4.9 | -1.5 | -0.1 | 0.5 | 2.2 | 3.0% |
| 15 | CN(C)c1cncc(C(=O)O)c1 | -2.3 | 5.0 | -5.6 | -5.5 | -0.1 | -0.2 | 1.0 | 12.0 | -1.8% |
| 16 | CCOC(=O)N1CCN(C(=O)CNC(=O)c2nn(-c3ccc(OC)cc3)c(=O)c3ccccc23)CC1 | 6.1 | 5.0 | -0.9 | -1.6 | -0.2 | -0.3 | 16.4 | -8.3 | 1.6% |
| 17 | O=C(Nc1nc2ccc(S(=O)(=O)N3CCCCC3)cc2s1)c1ccncc1 | -7.2 | 9.2 | -6.8 | 5.3 | -1.1 | -4.6 | -11.0 | -0.4 | 0.9% |
| 18 | COc1ccc(F)cc1C(=O)C1CCCN(Cc2cccn2-c2ccccn2)C1 (stereo not drawn) | -11.6 | 7.0 | -24.7 | 4.8 | -2.1 | 8.3 | -10.6 | -6.9 | -0.3% |
| 19 | Cc1cccc2cc3c(N)c(C(=O)Nc4ccc(N5CCOCC5)cc4)sc3nc12 | 2.1 | -7.6 | 5.0 | -5.6 | 1.1 | 24.5 | -11.1 | 8.6 | -0.6% |
| 20 | COc1ccc(-c2c(-c3cc(OC)cc(OC)c3)n(C)c3ccc(-c4ccc(N(C)C)nc4)cc23)cc1 | 4.3 | / | 6.6 | -1.8 | 0.3 | 2.2 | / | 3.6 | 6.1% |
| 21 | COc1ccc(C(=O)C2CCCN(C(=O)C3CCOCC3)C2)c(C)c1 (stereo not drawn) | -3.2 | 6.0 | 3.7 | 0.7 | 0.5 | 0.2 | 0.4 | -11.1 | 1.7% |
| 22 | CCC(C)(C)n1nnnc1C(c1cccnc1)N1CCCc2ccccc21 (stereo not drawn) | 1.6 | -0.7 | 1.7 | 1.1 | -2.1 | 2.8 | 16.7 | 8.0 | 0.2% |
| 23 | CCOC(=O)C(NC(=O)CC(C)C)(Nc1cc(C)on1)C(F)(F)F (stereo not drawn) | 2.3 | -1.8 | 3.6 | -3.9 | 0.5 | 1.8 | 6.4 | 3.2 | 2.1% |
| 24 | CC(C)C(=O)OC/C(O)=C(\C#N)c1nc2ccccc2[nH]1 | 3.2 | -24.8 | 5.2 | -6.2 | 0.8 | 2.3 | 1.9 | -5.5 | 1.8% |
| 25 | CCCC1(CCC)NC(=O)N(CC(=O)Nc2ccccc2OC)C1=O | -10.9 | -12.1 | 15.3 | -8.1 | -2.7 | 7.5 | -15.2 | 12.0 | -1.0% |
| 26 | Cc1nc(C)n(CCNS(=O)(=O)c2ccccc2)n1 | -7.1 | 0.5 | -7.7 | -2.9 | 0.2 | 3.5 | -2.8 | -2.6 | 0.8% |
| 27 | CCCN1CCN(CCCNC(=O)c2ccc3c(c2)sc2nc(-c4ccc(C)cc4)cn23)CC1 | / | -30.4* | -8.2 | -2.4 | 1.3 | 1.6 | 1.5 | 0.9 | 15.6% |
| 28 | Cc1ccc2c(=O)cc(C(=O)Nc3sc4c(c3C(=O)NCC3CCCO3)CCCC4)oc2c1C (stereo not drawn) | / | -1.4 | -8.3 | -0.5 | 0.0 | 4.3 | 4.4 | -1.4 | 0.2% |
| 29 | CCN(C(=O)COC(=O)c1cc(OC)c(OC)cc1[N+](=O)[O-])C1CCS(=O)(=O)C1 (stereo not drawn) | -5.2 | 5.8 | 0.0 | -3.9 | 0.1 | 2.0 | -15.2 | 3.5 | 4.0% |
| 30 | COc1ccc(/C=N/NC(=O)CN2CCCc3ccccc32)c(OC)c1 | -8.8 | -1.7 | 3.0 | -5.2 | 0.8 | 2.2 | -8.8 | 2.9 | -0.7% |
| 31 | O=C(NC1CC(=O)N(c2ccc(F)cc2)C1)c1ccc(S(=O)(=O)N2CCOCC2)cc1 (stereo not drawn) | / | / | 3.5 | -0.9 | 0.7 | 2.2 | -28.0 | 0.9 | -0.3% |
| 32 | O=C(/C=C\Nc1cccc(F)c1)c1ccc2c(c1)OCO2 | 15.8 | -21.2 | -5.5 | -1.4 | -0.2 | 1.3 | -5.0 | -10.4 | 0.3% |
| 33 | CCCC(=O)Nc1cccc(-c2nc3cc(C)c(C)cc3o2)c1C | / | 6.3 | -11.5 | -0.5 | / | -0.2 | / | 5.2 | 0.4% |
| 34 | NS(=O)(=O)c1cccnc1Nc1cccc(C(F)(F)F)c1 | 8.9 | -13.7 | 4.3 | -6.0 | 0.1 | 0.4 | 12.2 | -1.5 | 5.3% |
| 35 | CC(NC(=O)Cc1ccc(-c2ccccc2)cc1)c1ccccc1 (stereo not drawn) | -9.6 | -12.4 | 13.7 | 5.7 | 0.2 | 11.4 | 3.7 | 5.0 | 2.7% |
| 36 | COc1ccccc1NC(=O)CSc1nnc(COc2ccc(Cl)cc2)n1Cc1ccco1 | 14.2 | -15.1 | -6.7 | -6.5 | 0.7 | 14.6 | -2.2 | 0.2 | -1.0% |
| 37 | CCN(CC)C(=O)c1sc2c(c1C)c(=O)n(-c1ccc(Cl)c(Cl)c1)c(=O)n2Cc1cc(=O)n2c(C)cccc2n1 | / | 12.5 | -1.6 | 4.2 | / | 1.1 | -0.3 | -5.8 | 7.8% |
| 38 | COC(=O)c1nn(Cc2ccccc2)c(=O)c2ccccc12 | 19.7 | -3.0 | 13.5 | -4.0 | 1.2 | 1.3 | / | -4.4 | 7.4% |
| 39 | COc1ccc(N2C(S)=C(C#N)C(=O)NC2c2ccc(OC)c(OC)c2)cc1 (stereo not drawn) | -0.4 | 5.3 | 10.8 | -3.7 | 0.0 | 1.3 | -11.1 | 30.1* | -0.6% |
| 40 | CC(=O)Nc1ccc(S(=O)(=O)N2CCN(Cc3ccccc3[N+](=O)[O-])CC2)cc1 | -2.9 | -13.3 | 38.1* | -0.8 | 1.0 | 2.6 | -4.9 | 1.0 | 0.0% |

Looked up by compound from the entries so far:
| no. | molecule | D2 antag | D1 antagonist | D2 PAM | D1 potentiator | D2 ag | D1 ag | RXFP1 antagonist | TRHR PAM | RXFP1 agonist |
| --- | --- | --- | --- | --- | --- | --- | --- | --- | --- | --- |
| 38 | COC(=O)c1nn(Cc2ccccc2)c(=O)c2ccccc12 | 19.7 | -3.0 | 13.5 | -4.0 | 1.2 | 1.3 | / | -4.4 | 7.4% |
| 33 | CCCC(=O)Nc1cccc(-c2nc3cc(C)c(C)cc3o2)c1C | / | 6.3 | -11.5 | -0.5 | / | -0.2 | / | 5.2 | 0.4% |

Values by screen from above.
D2 PAM for nos. 33–40: -11.5, 4.3, 13.7, -6.7, -1.6, 13.5, 10.8, 38.1*
D2 antag for nos. 33–40: /, 8.9, -9.6, 14.2, /, 19.7, -0.4, -2.9
D1 ag for nos. 33–40: -0.2, 0.4, 11.4, 14.6, 1.1, 1.3, 1.3, 2.6

Other compounds
| no. | molecule | D2 antag | D1 antagonist | D2 PAM | D1 potentiator | D2 ag | D1 ag | RXFP1 antagonist | TRHR PAM | RXFP1 agonist |
| --- | --- | --- | --- | --- | --- | --- | --- | --- | --- | --- |
| 41 | O=C(CSc1oc(-c2ccco2)nc1S(=O)(=O)c1ccc(Cl)cc1)c1ccc(Cl)cc1 | / | 14.2 | 22.6 | 0.6 | -0.6 | -0.2 | -34.6 | 1.7 | -0.2% |
| 42 | CC(C)CNC(=O)c1cccc(NC(=O)COc2ccc([N+](=O)[O-])cc2)c1 | 7.4 | -13.2 | 1.7 | -6.7 | 1.3 | 3.7 | 4.5 | -10.9 | 0.0% |
| 43 | Cc1ccc(C(=O)CN(C(=O)c2ccc(Cl)c(Cl)c2)N2C(=O)C3C4C=CC(C4)C3C2=O)cc1 (stereo not drawn) | 13.1 | -4.3 | 7.0 | 1.3 | 1.5 | 7.8 | -9.0 | 13.8 | -0.4% |
| 44 | O=C(CSc1ccccn1)N1CCCC(Nc2ccccc2)C1 (stereo not drawn) | -1.0 | 10.6 | -0.9 | 1.2 | -0.5 | -0.7 | 9.3 | 0.7 | -1.7% |
| 45 | Cc1ccc(CNCc2ccccc2Cl)s1 | / | -0.8 | -14.5 | -2.2 | 1.8 | -0.2 | / | 1.2 | 3.5% |

Screening data from PubChem BioAssay.

The list is partial; the hit share may differ from the screen's.
